Screens (PubChem)
ssDAF-12 act = activators of S. stercoralis DAF-12 nuclear receptor; HEK293 ssDAF-12/GRIP1 lit1-tk-luc reporter, luminescence; % of 3 µM dafachronic acid response; activation, % at 6.8 µM; 370,000 compounds, 1% hits; AID 652126;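 active = activation above the mean over all tested compounds plus 3 SD, cut at about 0.9% in these data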;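 also: 0% = DMSO-only wells and 100% = 3 µM delta7-dafachronic acid wells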
sPLA2-III inh = Blocks human group III sPLA2 activity | inhibition, % at 12.2 µM | QFRET BODIPY PC-A2 liposome hydrolysis, fluorescence | 370,000 compounds, 0.56% hits | AID 743126 | Q9NZ20;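 active = inhibition above mean plus 3 SD of compounds lying within the high and low control bounds, cut at about 19% in these data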;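 also: 0% = median of test compound wells and 100% = no enzyme DMSO wells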
NPR2 activator = GC-B (human) receptor activation | HEK293-GC-B cells, CNP EC30, cGMP TR-FRET; 0% at EC30 CNP, 100% saturating CNP | activation, % at 10 µM | 370,000 compounds, 0.11% hits;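 active = activation at 10 µM reaching about 35% in either raw or pattern-adjusted values, limit read from the data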
DAX1 inh-1 = DAX1 (NR0B1) inhibition, primary screen; 370,000 compounds, 1.1% hits; HEK293T StAR-luciferase reporter, SF-1/DAX-1 repression relief; AID 652010; inhibition, % at 6.8 µM;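 active = inhibition above the mean over all tested compounds plus 3 SD, cut at about 3.6% in these data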;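 also: 0% = DAX-1 cells with DMSO and 100% = cells lacking DAX-1 with DMSO; higher inhibition means more luminescence from relief of DAX-1 repression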
FXN GAA850 act = activators of GAA850 frataxin (FXN) promoter | 360,000 compounds, 0.56% hits | HEK293 lucGAA850 FXN promoter luciferase reporter, 24 h; percent of 10 µM SAHA response | activation, % at 6 µM | AID 540364;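 active = activation above the average of all compounds screened plus 3 SD, cutoff fixed separately per campaign, cut at about 7.5% in these data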;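 also: 0% = DMSO wells and 100% = 10 µM SAHA wells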
DAX1 inh-2 = inhibits human nuclear receptor DAX1 | P51843 | HEK293 Gal4-DAX1 luciferase reporter, luminescence | inhibition, % at 6.75 µM | 340,000 compounds, 0.99% hits | AID 504766;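 active = inhibition above the mean over all tested compounds plus 3 SD, cut at about 4.2% in these data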;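 also: 0% = DAX1-transfected cells with DMSO and 100% = empty-vector control cells with DMSO; inhibition shows as a rise in luminescence from relieved DAX1 repression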
Target sequence (P51843 207-470 limits assumed): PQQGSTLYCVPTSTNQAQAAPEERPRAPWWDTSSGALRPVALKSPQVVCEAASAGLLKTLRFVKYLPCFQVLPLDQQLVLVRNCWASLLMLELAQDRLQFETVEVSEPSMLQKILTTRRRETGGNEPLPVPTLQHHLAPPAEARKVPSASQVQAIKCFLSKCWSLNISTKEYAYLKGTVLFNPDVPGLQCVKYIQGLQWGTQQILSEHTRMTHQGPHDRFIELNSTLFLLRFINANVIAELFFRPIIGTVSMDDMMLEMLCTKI
ADAM10 inh = inhibitors of human ADAM10 | recombinant ADAM10, EDANS/DABCYL FRET peptide cleavage, 3 h | inhibition, % at 7 µM | 370,000 compounds, 0.62% hits | O14672;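 active = inhibition above a per-campaign cutoff equal to the mean of compounds falling between control-based bounds plus 3 SD, cut at about 20% in these data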;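 also: 0% = DMSO wells while the 100% control is not disclosed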
Target sequence (O14672 214-748 limits assumed): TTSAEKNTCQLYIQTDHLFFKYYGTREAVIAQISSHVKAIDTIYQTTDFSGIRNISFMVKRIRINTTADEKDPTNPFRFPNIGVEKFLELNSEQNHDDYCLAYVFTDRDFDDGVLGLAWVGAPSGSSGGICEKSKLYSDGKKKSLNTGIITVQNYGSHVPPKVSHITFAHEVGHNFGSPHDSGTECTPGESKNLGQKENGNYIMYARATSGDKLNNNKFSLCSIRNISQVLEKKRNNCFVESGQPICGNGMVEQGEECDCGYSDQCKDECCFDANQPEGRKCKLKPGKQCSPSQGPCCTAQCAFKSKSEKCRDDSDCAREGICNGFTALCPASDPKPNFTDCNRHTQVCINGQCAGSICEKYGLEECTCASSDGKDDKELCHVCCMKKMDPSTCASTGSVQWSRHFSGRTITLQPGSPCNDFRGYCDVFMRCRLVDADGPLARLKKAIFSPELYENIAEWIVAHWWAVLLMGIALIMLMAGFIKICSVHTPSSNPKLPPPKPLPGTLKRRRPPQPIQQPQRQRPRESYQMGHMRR
hcDAF12 agonist = activators of H. contortus DAF-12 nuclear receptor; HEK293 hcDAF-12 lit1-tk-luc reporter, luminescence; 0% DMSO, 100% Δ7-dafachronic acid; activation, % at 6.8 µM; 370,000 compounds, 1.4% hits; AID 652067;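 active = activation above the mean of all tested compounds plus 3 SD, cut at about 5.5% in these data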;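 also: 100% = response to 3 µM Δ7-dafachronic acid high control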
SMARCA2 activ = SMARCA2 function activation, primary screen | MG213 cells, MMTV-luciferase reporter, dexamethasone, overnight | activation, % at 9.1 µM | 370,000 compounds, 1% hits; in the data active = activation above about 7.8%;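 also: 0% = vehicle wells and 100% = reference activator wells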
NPR1 activator = GC-A (human) enzyme activation; P16066; HEK293 GC-A cells, cGMP TR-FRET, EC30 ANP; 0% at EC30 ANP, 100% saturating ANP; activation, % at 10 µM; 370,000 compounds, 0.14% hits; in the data active = activation above about 40%
hgDAF-12 ag = agonists of H. glycines DAF-12 nuclear receptor; activation, % at 6.8 µM; AID 687014; 370,000 compounds, 1.8% hits; HEK293 GAL4-hgDAF12 UAS-luciferase reporter, agonist luminescence; normalized to butyrate control;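 active = activation above a cutoff set at the mean of all screened compounds plus 3 SD, cut at about 10% in these data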;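 also: 0% = DMSO wells and 100% = sodium butyrate wells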
Active calls of the source: *; i = inactive; . = not tested or not shown. The order is random. About 6.6% of those tested had a hit in this group.

SMILES	ssDAF-12 act	sPLA2-III inh	NPR2 activator	DAX1 inh-1	FXN GAA850 act	DAX1 inh-2	ADAM10 inh	hcDAF12 agonist	SMARCA2 activ	NPR1 activator	hgDAF-12 ag
Cc1sc2ncnc(N3CCC(C(=O)Nc4cc(Cl)ccc4Cl)CC3)c2c1C	-1.3	7	-4	-0.4	-0.6	-1.7	-6	-0.9	-2	-2	1.5
O=c1oc2ccccc2c(NCc2cccc(F)c2)c1[N+](=O)[O-]	-1.5	-9	-4	-0.9	3.3	-1.7	0	-0.3	-5	4	-4.5
Cc1sc(N)nc1-c1ccc(Oc2ccccc2)cc1	-1.3	1	3	-0.2	8.8*	-0.9	8	-1.8	2	12	7.1
Cc1noc(C)c1S(=O)(=O)N(CC(=O)Nc1ccc2c(c1)OCCO2)c1ccc(C(C)C)cc1	-0.4	1	.	-1.1	-1.0	-3.7	-13	-0.7	-1	.	1.6
C[C@@H]1NC(=O)[C@@]2(C)[C@@H](c3ccccc3)[C@H]3COc4ccccc4[C@@H]3N2C1=O	-1.4	7	-2	0.2	0.2	1.0	-8	0.4	-1	1	-2.9
Cc1cc(C)n(C(=O)c2ccc(C)c(S(=O)(=O)N3CCOCC3)c2)n1	0.7	0	1	0.4	0.2	1.6	2	-2.2	1	-3	0.4
COc1ccc(OC)c(S(=O)(=O)NC(=O)C2(C)CCN2C(=O)Cc2ccccc2)c1 (stereo unspecified)	-1.0	-1	-1	-0.3	-0.8	.	-10	-0.6	-1	-1	-1.0
COC(=O)C1NN=C(C(=O)c2ccccc2)C1c1ccccc1 (stereo unspecified)	-0.7	-10	-7	0.1	-1.1	-1.4	-3	2.0	-4	-18	3.2
Cc1ccc(C)c(-c2nnc(NC(=O)Cc3ccccc3)o2)c1	-0.7	4	-5	-0.6	-1.6	0.9	-9	-1.5	-2	-1	1.8
O=C(CCSc1nccn1Cc1ccccc1)N1CCOCC1	-0.6	8	2	0.2	-0.1	0.5	13	0.0	8	-1	5.8
Cc1cc2cccc(C)c2nc1SCC(=O)N(C)c1nc(-c2ccccc2)cs1	-1.4	8	2	0.1	-1.2	-0.7	0	-0.4	-1	2	-3.0
CCN(CCn1cccn1)C(=O)CCc1nnc(-c2ccc3c(c2)OCO3)o1	-1.6	1	1	-0.3	2.5	-0.7	0	-1.0	6	4	4.2
CCOC(=O)N1CCN(C(=O)c2ccc3c(=O)n(Cc4ccc(OC)cc4)c(=S)[nH]c3c2)CC1	-1.0	-18	-2	0.0	0.2	-0.2	6	-0.8	-3	-2	-1.8
Cc1ccccc1NC(=O)N(CCc1nc2ccccc2[nH]1)Cc1ccccc1	-0.2	-8	-7	0.1	-5.0	-1.1	0	1.8	1	-3	1.2
CCOc1ccc(NC(=O)CCNS(=O)(=O)c2ccc3c(c2)CC(C)N3C(C)=O)cc1 (stereo unspecified)	-0.9	2	2	0.2	-1.0	1.0	8	-0.1	-3	3	0.5
CN(Cc1nc2ccc(Cl)cc2[nH]1)Cc1nc(-c2cnccn2)no1	-1.4	2	-1	0.3	0.3	2.5	-3	-1.8	1	1	1.7
CCC(CO)NCc1ccc(OCC(=O)Nc2cccc(C(F)(F)F)c2)c(OC)c1 (stereo unspecified)	-1.2	9	-1	-0.6	2.6	0.5	-11	-2.4	-5	0	-3.0
COc1cccc(C(=O)CN2CCN(S(=O)(=O)c3cccc([N+](=O)[O-])c3)CC2)c1	-1.6	-4	-10	0.1	3.2	-1.1	0	0.0	1	-2	-1.7
O=C(Nc1cc(Cl)ccc1F)C1CCCN(c2nnc(-n3cccc3)s2)C1 (stereo unspecified)	-1.4	-5	-1	-0.5	.	.	3	-2.0	-2	2	-5.4
Cc1cc(S(=O)(=O)Nc2nc(CN3CCOCC3)nc3sc4c(c23)CCCC4)ccc1F	-0.8	-19	0	0.3	1.1	-0.6	-18	0.8	1	0	1.2
C[C@H]1CN([C@@H](C)CO)C(=O)CCCn2nncc2CO[C@@H]1CN(C)Cc1ccc(Oc2ccccc2)cc1	-1.5	-3	4	-0.4	0.0	-1.4	-11	-1.5	-3	1	-0.8
Cc1ccc(CN2CC(C(=O)Nc3ccc4c(C)cc(=O)oc4c3)CC2=O)cc1 (stereo unspecified)	-0.3	-22	-22	-1.5	-2.3	-1.7	i	-0.9	-3	-47	-3.0
O=C(Nc1cccc2ncccc12)c1ccccc1F	-1.2	3	0	-0.2	0.1	0.4	3	-0.7	-2	2	-0.7
COc1ccc(NC(=O)CCS(=O)(=O)c2ccc3c(c2)CCCN3C(C)=O)cc1Cl	-1.6	0	4	-1.1	-0.2	1.3	0	-2.1	0	-6	-1.9
O=C(c1cc(F)c(F)cc1Cl)N1CCCc2ccccc21	0.1	6	4	-1.1	-0.6	1.2	-5	-1.1	-2	1	3.4

Profiles, looked up by structure. Order of values: ssDAF-12 act | sPLA2-III inh | NPR2 activator | DAX1 inh-1 | FXN GAA850 act | DAX1 inh-2 | ADAM10 inh | hcDAF12 agonist | SMARCA2 activ | NPR1 activator | hgDAF-12 ag
O=C(c1cc(F)c(F)cc1Cl)N1CCCc2ccccc21 as listed: 0.1 | 6 | 4 | -1.1 | -0.6 | 1.2 | -5 | -1.1 | -2 | 1 | 3.4
COC(=O)C1NN=C(C(=O)c2ccccc2)C1c1ccccc1 (stereo unspecified) as listed: -0.7 | -10 | -7 | 0.1 | -1.1 | -1.4 | -3 | 2.0 | -4 | -18 | 3.2
O=C(Nc1cc(Cl)ccc1F)C1CCCN(c2nnc(-n3cccc3)s2)C1 (stereo unspecified) as listed: -1.4 | -5 | -1 | -0.5 | . | . | 3 | -2.0 | -2 | 2 | -5.4

Further entries.
SMILES	ssDAF-12 act	sPLA2-III inh	NPR2 activator	DAX1 inh-1	FXN GAA850 act	DAX1 inh-2	ADAM10 inh	hcDAF12 agonist	SMARCA2 activ	NPR1 activator	hgDAF-12 ag
CC(=O)NCc1cc(-c2nn(C)c(=O)c3ccccc23)ccc1C	-1.0	-7	2	0.3	-2.8	0.1	-6	-1.7	-1	-2	-4.1
CCS(=O)(=O)c1ccc(O)c(NC(=O)c2cc(-c3ccccn3)nc3ccccc23)c1	0.1	-10	2	0.2	-0.3	0.2	-6	3.8	-1	2	0.2
COc1cc(NC(=O)CCC(=O)N2CCN(S(=O)(=O)c3ccc(C)cc3)CC2)cc(OC)c1	-1.0	-7	-3	0.2	0.7	-0.7	-13	-0.7	-1	-2	-1.7
CN(Cc1ccccc1)C(=O)c1[nH]cnc1C(=O)Nc1ccc(Cl)cc1	-1.5	-24	-10	-1.1	1.2	-1.7	15	-0.3	-1	-3	0.4
COC(=O)c1cc2c(s1)CS(=O)C2 (stereo unspecified)	-1.8	1	0	-0.1	1.2	-1.0	2	-1.5	-3	1	-0.4
Cc1ccc(NC(=O)c2ccccc2NC(=O)c2cccnc2)cc1	-1.7	-1	-4	0.0	-1.7	-1.5	1	-3.1	2	-3	-2.5
O=C(NCCC1=CCCCC1)C1CC(=O)N(C2CCCCC2)C1 (stereo unspecified)	-1.8	4	2	0.6	-3.3	0.5	-1	-0.7	-2	6	1.3
CCOC(=O)Cn1nc(C)c(NC(=O)c2ccc([N+](=O)[O-])c(C)c2)c1C	-1.7	1	2	-0.4	-0.6	0.3	3	-2.2	-2	1	-1.1
COc1cc(Oc2nc(C(F)(F)F)nc3ccccc23)ccc1C=O	-1.7	-1	-10	-0.3	3.7	-1.2	6	-0.5	-1	-4	-2.1
COc1ccc(CCNC(=O)C2CCCN(C(=O)N(C)C)C2)c(OC)c1 (stereo unspecified)	-2.5	13	-3	0.2	1.1	-0.4	-9	-0.4	-2	3	-2.2
Cc1cc(C(=O)N2CCC(Cc3ccccc3)CC2)c(C)o1	-1.2	-6	-4	-0.2	0.6	-0.7	-4	-0.4	-1	0	0.8
CCN(CC)C(=O)CSc1nnc(-n2nc(C)cc2C)c2ccccc12	-1.2	1	6	-0.3	-0.7	1.0	-1	0.0	0	2	0.3
Cc1cc(NC(=O)C2C3C(=O)N(c4cccnc4)C(C(=O)NC(C)(C)C)C34C=CC2(C)O4)no1 (stereo unspecified)	-0.2	5	2	0.3	1.2	-0.9	0	-0.1	-4	4	-1.6
Cc1cc(C)c(C#N)c(SCSCc2ccccc2)n1	-0.6	3	0	1.0	2.3	0.4	7	-1.9	1	-2	-2.3
O=C(O)c1ccccc1Sc1ncnc2sc3c(c12)CCC3	-2.0	6	-2	-1.5	1.2	-0.6	-12	-1.3	-1	6	0.3
CCN(CC)CCN(Cc1cc2cc3c(cc2[nH]c1=O)OCCO3)C(=S)NCCCOC	-1.5	9	5	0.2	1.9	2.9	-359	1.3	2	-1	-0.4
CN1C(=O)c2cccc(NCCCN3C(=O)c4ccccc4C3=O)c2C1=O	-2.0	2	-5	0.1	0.8	-1.4	-15	-2.3	-2	-1	3.1
COC(=O)c1ccc(-n2nnnc2SCc2ccccc2OC)cc1	-1.0	-6	0	-1.2	-0.7	0.6	0	-1.7	-2	-1	-1.4
Cc1ccc2cc3cc(C(=O)N4CCCCC4C)oc3nc2c1 (stereo unspecified)	1.0*	-3	5	4.2*	1.4	0.5	-33	5.9*	1	4	12*
Cc1ccccc1Nc1nc(N)nc(COC(=O)c2ccc(S(=O)(=O)N(C)C)cc2)n1	0.5	-7	4	-0.1	1.7	-0.5	4	0.8	1	-2	0.6
CC(C)n1c(=O)[nH]c2cc(C(=O)Nc3ccccc3)ccc21	-0.6	-6	-4	1.3	6.4	0.8	1	2.0	-1	1	13*
Oc1ccc(-c2n[nH]c(=S)n2Cc2ccco2)cc1	-1.6	5	-2	-0.3	-3.0	3.7	-6	-1.7	-3	3	-0.8
O=C(O)C1C2C=CC(C2)C1C(=O)NCc1ccccc1 (stereo unspecified)	-1.2	5	1	0.1	-0.9	0.9	1	-1.5	-1	-3	0.2
CCc1cc(C(=O)N2CCN(c3ncc(C(F)(F)F)cc3Cl)CC2)sc1C	-1.2	-2	-3	0.3	-0.4	-0.8	7	-1.8	-2	1	-0.9
CNC(=S)N/N=C/c1ccc(-c2cccc(C(=O)O)c2)o1	-1.2	6	6	1.6	5.2	-2.9	-113	2.6	5	2	8.2
O=C(O)C1CCCN1c1nc(C(F)(F)F)nc2ccccc12 (stereo unspecified)	-0.9	10	3	-0.5	-1.1	0.1	-14	1.1	-2	2	-2.3

Reformatted as comma-separated lines: part of the list above.
mol,ssDAF-12 act,sPLA2-III inh,NPR2 activator,DAX1 inh-1,FXN GAA850 act,DAX1 inh-2,ADAM10 inh,hcDAF12 agonist,SMARCA2 activ,NPR1 activator,hgDAF-12 ag
O=C(O)C1C2C=CC(C2)C1C(=O)NCc1ccccc1 (stereo unspecified),-1.2,5,1,0.1,-0.9,0.9,1,-1.5,-1,-3,0.2
CC(C)n1c(=O)[nH]c2cc(C(=O)Nc3ccccc3)ccc21,-0.6,-6,-4,1.3,6.4,0.8,1,2.0,-1,1,13*
